# Compound activity from PubChem BioAssay.
# H9c2 TAG inh: inhibitors of triacylglycerol accumulation; H9c2 cells, Nile Red lipid (TAG) fluorescence; cells loaded with 200 µM oleic acid; inhibition, % at 12.5 µM; actives 0.66% (n = 230,000); AID 651582;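 active = pattern-corrected inhibition of lipid staining of at least 50% with the nuclear-stain viability signal not falling by more than 50%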;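 note: 0% = DMSO wells and 100% = triacsin C control wells; some results filed as inactive read as strong as hits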
# H9c2 TAG inh DAPI viability: second read-out of H9c2 TAG inh, no call of its own (marks repeat the call); DAPI nuclei signal change (viability), lower = more cytotoxic, %;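 whole-well DAPI fluorescence read on a plate reader as a viability signal; minus 50 percent equals half of cells still viable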
# Starred values were filed as active, the others as inactive; i = inactive. Only part of the results is shown. The share of hits here may be higher or lower than overall.
# Sequence of screens – H9c2 TAG inh, H9c2 TAG inh DAPI viability
O=C(Oc1cc(-c2ccccc2)no1)c1ccc(Cl)cc1
    1.2, -6.2
CC(NC(=O)/C=C/c1ccc(Br)cc1)c1ccccc1 (stereo not given)
    -13.2, 3.6
Nc1c(N(Cc2ccccc2)C(=O)COc2ccc(F)cc2)c(=O)[nH]c(=O)n1Cc1ccccc1
    9.8, -0.5
CCOC(=O)c1ccc(NC(=O)C2C3CCCCC32)cc1 (stereo not given)
    -5.8, 7.3
Cc1cccc(N(C)C(=O)c2cc3c(=O)[nH]c4ccc(C)cc4c3s2)c1
    20.8, -8.3
NS(=O)(=O)c1ccc(CCNC(=O)CN2CCCCC2)cc1
    -6.2, 14.3
O=c1c(Cc2c(F)cccc2Cl)c(O)ccn1CCc1c[nH]c2ccccc12
    -1.6, -0.4
Clc1ccccc1Cn1c(/C=C/c2ccco2)nc2ccccc21
    7.6, 33.8
Cc1cnc(NC(=O)/C=C/c2ccc(Br)o2)s1
    13.2, -0.9
CCCC(CCC(=O)Nc1ccc(S(N)(=O)=O)cc1)C(=O)O (stereo not given)
    20.1, 2.5
O=[N+]([O-])c1ccc2[nH]c(=S)sc2c1
    -3.8, 2.6
CCOC(=O)N1CCC(NCCNC(=O)c2ccccc2Cl)CC1
    12.7, -2.8
CN(c1cccc(NC(=O)c2cccc([N+](=O)[O-])c2)c1)S(C)(=O)=O
    -8.1, -8.6
O=C(CCc1ccco1)CCc1ccco1
    0.7, 2.5
CCOC(=O)Nc1cccc(C(=O)O)c1
    5.7, -13.1
O=C(COc1ccccc1)N/N=C/c1ccc2c(c1)OCO2
    -3.1, 4.7
Cc1nn2c(N3CCOCC3)c3c(nc2c1-c1ccccc1)CCCC3
    41.3, -10.6
Cc1nnc(SCC2=C(C(=O)O)N3C(=O)C(NC(=O)COc4ccc(F)cc4)C3SC2)s1 (stereo not given)
    -3.8, -8.8
CCOc1ccc(S(=O)(=O)N2CCN(C(=S)NCC3CCCO3)CC2)cc1 (stereo not given)
    -18.9, 17.4
CN1CCN(S(=O)(=O)c2ccc3c(c2)C(C)(C)C(=O)N3C)CC1
    18.9, -0.6
CCOc1ccc(N2C(=O)C(CC(=O)Nc3ccccc3)N(Cc3ccccn3)C2=S)cc1 (stereo not given)
    14.6, -13.5
Cc1ccc(S(=O)(=O)N2CCC(C(N)=O)CC2)cc1C(=O)NC1CCCCC1
    12.6, -2.5
CCOc1ccc(/C=N/n2nnnc2N)cc1OCC
    -5.1, -9.1
COc1cc(NC(=O)c2cccc(C)c2)c(OC)cc1NC(=O)CN1CCOCC1
    8.2, -6.4
CC(=O)Nc1ccc(-c2cc(N)n(-c3ccccc3)n2)cc1
    -11.8, 8.5
COc1ccccc1NC(=O)Nc1nc(CC(=O)Nc2cccc(F)c2)cs1
    -6.2, -2.7
CN1CCCC1CCNc1ccc2c(=O)c3ccccc3oc2c1 (stereo not given)
    6.6, i
CCCCC[C@H](O)/C=C/C1C(=O)C=C[C@H]1C/C=C\CCCC(=O)OC (stereo not given in full)
    -4.8, 5.5
CN1CCN(C(=O)CSc2nc(-c3cccs3)cc(-c3cccs3)c2C#N)CC1
    35.0, 21.6
Oc1ccc(Br)cc1C=Nc1cccn2cc(-c3ccccc3)nc12
    2.2, 19.9

# The last 7 records of the part before open the next one:
# Sequence of screens – H9c2 TAG inh, H9c2 TAG inh DAPI viability
COc1cc(NC(=O)c2cccc(C)c2)c(OC)cc1NC(=O)CN1CCOCC1
    8.2, -6.4
CC(=O)Nc1ccc(-c2cc(N)n(-c3ccccc3)n2)cc1
    -11.8, 8.5
COc1ccccc1NC(=O)Nc1nc(CC(=O)Nc2cccc(F)c2)cs1
    -6.2, -2.7
CN1CCCC1CCNc1ccc2c(=O)c3ccccc3oc2c1 (stereo not given)
    6.6, i
CCCCC[C@H](O)/C=C/C1C(=O)C=C[C@H]1C/C=C\CCCC(=O)OC (stereo not given in full)
    -4.8, 5.5
CN1CCN(C(=O)CSc2nc(-c3cccs3)cc(-c3cccs3)c2C#N)CC1
    35.0, 21.6
Oc1ccc(Br)cc1C=Nc1cccn2cc(-c3ccccc3)nc12
    2.2, 19.9
COc1cccc(CNC(=O)C(=O)NCC2CCCN2S(=O)(=O)c2cc(C)ccc2C)c1 (stereo not given)
    10.8, -1.4
O=C(OCc1ccccc1)N1CCC2CC1c1cc(/C=C/CCCSc3ncccn3)ccc12 (stereo not given)
    -5.5, -4.7
CCCC(=O)Nc1ccccc1NC(=O)CN(C)S(=O)(=O)c1ccccc1
    -11.5, 1.0
COC(=O)[C@H](Cc1ccccc1)NC(=O)[C@@H](N)CC(=O)OCc1ccccc1
    1.4, 5.9
Fc1ccc(C2=CC(c3cccs3)n3nnnc3N2)cc1 (stereo not given)
    -2.4, 4.3
S=C(NCc1ccccc1)N1CCN(Cc2ccc3c(c2)OCO3)CC1
    -8.0, -2.9
CC(=O)c1cc2c(cc1NC(=O)c1ccc(-n3nc(C)cc3C)cc1)OCO2
    3.8, 4.9
O=S(=O)(c1ccc(F)c(F)c1)N1CCN(c2ncccn2)CC1
    9.0, 3.9
CC1=CC2(C)NC(=O)C(C)C12 (stereo not given)
    4.4, -11.0
CCCCNCc1cc2ccccc2o1
    -3.0, 3.5
NNc1cc([N+](=O)[O-])cc2c1C(=O)N(Cc1ccccc1)S2=O (stereo not given)
    5.4, -3.7
CCCCN(C(=O)C1CC(=O)N(CCc2ccc(OC)c(OC)c2)C1)c1c(N)n(CCCC)c(=O)[nH]c1=O (stereo not given)
    1.4, -12.2
CC(C)C(NC(=O)c1ccccc1)C(=O)OCn1nnc2ccccc2c1=O (stereo not given)
    3.3, -6.5
O=C(CN1C(=O)/C(=C2\SC(=S)N(C3CCS(=O)(=O)C3)C2=O)c2ccccc21)Nc1ccc(F)cc1 (stereo not given)
    32.3, -17.3
COc1cc(C2/C(=C(\O)c3cc(C)ccc3C)C(=O)C(=O)N2CCN(C)C)ccc1O (stereo not given)
    -11.0, -12.2
COc1ccc(NC(=O)N(C)C[C@H]2Oc3ccc(NS(=O)(=O)c4ccc(F)cc4)cc3C(=O)N([C@H](C)CO)C[C@@H]2C)cc1
    -2.2, 5.2
N#Cc1ccc(C(=O)N2CCN(C(=O)C3CCCO3)CC2)cc1 (stereo not given)
    -22.7, 5.9
COc1ccc(CCNC2CC(=O)N(N(C)C)C2=O)cc1OC (stereo not given)
    -10.4, 19.5
Nc1ccc(C(=O)OCCc2ccccc2)cc1
    -11.2, -2.6
CN(C(=O)c1cnc(N2CCN(c3ncccn3)CC2)c2ccccc12)c1ccc(Cl)cc1
    12.1, -5.7
Cn1c(N)c(C(=O)CSc2nc(N)cc(=O)[nH]2)c(=O)n(C)c1=O
    -3.2, -9.3
NC(=O)CSc1nccn1Cc1ccc(Cl)cc1
    -3.9, -0.9
COc1ccc(S(=O)(=O)NC(C(=O)NCCc2ccccn2)C(C)C)cc1 (stereo not given)
    -15.8, 7.0
CN(C(=O)COC(=O)CSc1ccc([N+](=O)[O-])cc1)c1ccccc1
    -6.3, 8.5
Cc1nn(-c2ccccc2)c(C)c1/C=N/NC(=O)c1cc(C23CC4CC(CC(C4)C2)C3)[nH]n1
    8.2, -4.9
COC(=O)Cc1ccc(NC(=O)c2ccc3c(c2)C(=O)N(CC2CCCO2)C3=O)cc1 (stereo not given)
    0.9, -0.9
C=CCNC(=O)COC(=O)c1ccc(C)c(NC(=O)c2ccco2)c1
    -13.2, -0.6
CCN(CC(=O)NCCC1=CCCCC1)S(=O)(=O)c1ccccc1
    2.4, -3.3
COc1cccc(CN(C)C(=O)CC2C(=O)NCCN2C2Cc3ccccc3C2)c1 (stereo not given)
    10.1, 0.8
Cc1ccc(-c2nc(C=Nc3ccc(O)cc3)c(O)o2)cc1
    13.6, -13.3

# Single records, as listed above. Order of screens: H9c2 TAG inh | H9c2 TAG inh DAPI viability
# CN(C(=O)c1cnc(N2CCN(c3ncccn3)CC2)c2ccccc12)c1ccc(Cl)cc1 across the screens: 12.1 | -5.7
# Cc1ccc(-c2nc(C=Nc3ccc(O)cc3)c(O)o2)cc1 across the screens: 13.6 | -13.3

# Continued:
# Sequence of screens – H9c2 TAG inh, H9c2 TAG inh DAPI viability
O=S(=O)(CC=CCS(=O)(=O)c1ccccc1)c1ccccc1
    -12.6, 0.0
COc1ccccc1NC(=O)/C(C#N)=C/c1cccn1C
    13.5, 0.5
CN(C)S(=O)(=O)Oc1ccsc1C(=O)Nc1cccc(Cl)c1Cl
    -18.1, 4.4
Cc1c(C(=O)NN2CCOCC2)oc2c1ccc1ccccc12
    -3.4, -1.1
NS(=O)(=O)c1ccc(CNC(=O)CCS(=O)(=O)Cc2ccccc2)cc1
    -14.2, 5.9
CCCCSc1nc2c(cnn2-c2ccccc2)c(=O)n1N
    14.4, -13.2
Cc1ccc(C#N)c(SCc2ccccc2F)n1
    0.6, 1.3
O=C(N/N=C\c1ccc(COc2ccc([N+](=O)[O-])cc2)o1)c1cccc(Cl)c1
    -85.4, -4.7
CCOc1ccc(-c2cc(CCCC(=O)NCc3cccnc3)no2)cc1
    -56.5, 2.2
CCOC(=O)c1nnc(-c2ccccc2)nc1N1CCSCC1
    4.5, -4.3
CN(C)/C(=N\S(=O)(=O)c1ccccc1)c1ccc(F)cc1
    3.5, 6.7
CCC(C)Sc1cccc(-c2nc3cc(C)ccn3c2NCc2ccccc2)c1 (stereo not given)
    -5.5, 59.4
CC(=O)N1CCc2c(sc(NC(=O)CCS(=O)(=O)c3ccc(C)cc3)c2C#N)C1
    -7.8, 8.9
COc1ccc(CCNC(=S)N2CCC(C(N)=O)CC2)cc1
    6.6, -3.2
CSc1nnc([C@@H](NC(=O)OC(C)(C)C)C(C)C)o1
    6.1, 0.0
Cn1c(CNC(=O)c2ccccc2F)nnc1SCC(=O)c1ccccc1
    5.2, 3.8
COc1cccc(C(=O)N2CCN(Cc3cc(Br)ccc3OC)CC2)c1
    -5.3, 13.9
Cc1ccc(CN(C)C(=O)CCc2nc3sc4c(c3c(=O)[nH]2)CCCC4)o1
    7.2, -1.1
Cc1cc(NC(=O)CSc2nccn2-c2cccc(C)c2C)no1
    -7.7, -0.8
CC1(C)Cc2c(sc3[nH]c(=S)[nH]c(=O)c23)CO1
    9.7, -0.3
N/C(CS(=O)(=O)c1ccccc1)=N\OC(=O)c1ccc(F)cc1
    -3.1, 6.3
CSCCC(NS(=O)(=O)c1ccccc1F)C(=O)NCC(c1ccc(F)cc1)N1CCOCC1 (stereo not given)
    2.1, -0.3
CC(C)OC(=O)CSc1nnc2c(n1)[nH]c1ccc(F)cc12
    3.9, 4.1
CCOc1ccc(N(C(C)C(=O)N/N=C(\C)c2cccc(NC(=O)c3ccccc3)c2)S(C)(=O)=O)cc1 (stereo not given)
    10.4, 1.4
O=C1COc2ccc(C(=O)COC(=O)Cc3ccc(F)cc3)cc2N1
    -5.4, 1.4
COCC(C)NC(=S)NCCc1ccc(Cl)cc1Cl (stereo not given)
    -18.8, -1.5
CC(=O)Nc1ccc(C(=O)N/N=C/C2CC3C=CC2C3)cc1 (stereo not given)
    -40.6, 0.5
Cc1cc(=O)oc(C)c1C(=O)N1CCc2c([nH]c3ccccc23)C1C(C)C (stereo not given)
    2.1, 0.7
C#CCN(C[C@@H]1[C@@H](OC(=O)NC2CC2)[C@@H](OC(=O)NC2CC2)Cn2c(=O)n(CCCCCC)c(=O)n21)S(=O)(=O)c1ccc(C)cc1
    15.7, -11.8
CCOC(=O)NNC(=O)c1ccc(Cl)cc1
    -24.1, 4.4
COc1cc(CN(C)c2ccc(S(=O)(=O)N3CCCC3)cn2)ccc1OC(F)F
    -50.7, -3.3
CCCSc1nc(N)nc2c1ncn2C1OC(CO)C(O)C1O (stereo not given)
    10.1, -0.1
CCN(CC(=O)Nc1ccc(OC)cc1)C(=O)CN1C(=O)NC(C)(c2ccc3ccccc3c2)C1=O (stereo not given)
    8.8, -2.3
COCC(C)NC(=O)c1ccc2nc(-c3ccccc3)c(-c3ccccc3)nc2c1 (stereo not given)
    15.8, -0.2
N#Cc1ccc(C(=O)Nc2cccc3ccccc23)c(F)c1
    -10.0, -1.4
COc1ccc(NC2CCCN(C(=O)C3=NNC(=O)CC3)C2)cc1 (stereo not given)
    -6.7, -3.1
Clc1ccc2c(c1)C1CC2CCN1Cc1ccccc1 (stereo not given)
    -5.2, 12.1
CC1CCC2(CC1)NC(=O)N(CC(=O)NC1(C#N)CCCCC1)C2=O (stereo not given)
    -19.8, 0.8
CC(C)CC(C(=O)OCC(=O)N1CCN(c2ccccc2)CC1)N1C(=O)c2ccccc2C1=O (stereo not given)
    -32.8, 4.7
CC(=O)N/N=C(\C)c1ccc2c(c1)OCCO2
    0.2, -0.3
O=S(=O)(/C=C/c1ccccc1)N1CCN(c2ccccc2)CC1
    7.1, -2.7
O=C(O)c1ccc2ncsc2c1
    19.2, -12.8
COc1ccc(Cl)cc1Nc1nc(NCCO)nc(N2CCCCC2)n1
    19.0, -6.7
COc1cccc2oc(-c3ccco3)cc(=O)c12
    -10.7, -7.6
Cc1cccc(NC(=O)CC2SC(=O)N(c3ccccc3)C2=O)c1 (stereo not given)
    0.8, 8.4
Cc1ccc(NS(=O)(=O)c2ccc(C(C)C)cc2)cc1S(=O)(=O)N1CCOCC1
    -16.2, 0.8
Cc1ccc(-n2c3c(cc(C(=O)NCCCN4CCOCC4)c2=O)C(=O)CC(C)(C)C3)cc1
    -0.9, -3.1
O=c1[nH]c2c(s1)C(c1cccnc1)C1C3CCC(C3)C1S2 (stereo not given)
    -4.9, 0.2
C[C@H](NC(=O)c1ccco1)C(=O)N1CCN(c2ccc(C(F)(F)F)cn2)CC1
    -10.0, 5.8
CCOC(=O)N1CCN(C(=O)CSc2nc3c(cnn3-c3ccc(Cl)cc3)c(=O)[nH]2)CC1
    13.6, -0.8
